IDE inh: inhibitors of human insulin-degrading enzyme in cells. P14735. HEK cells, FAbetaB cleavage, fluorescence polarization. inhibition, % at 5.59 µM. 320,000 tested, 0.41% active;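 active = percent inhibition above the average of all tested compounds plus 3 SD, set per screening campaign, cut at about 16% in these data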;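 also: IDE supplied by intact live HEK cells; FP after avidin binding of uncleaved biotin substrate so inhibition keeps polarization high; 0% = DMSO wells and 100% = 60 µM reference IDE inhibitor Ii1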
Target sequence (P14735 whole entry, looked up): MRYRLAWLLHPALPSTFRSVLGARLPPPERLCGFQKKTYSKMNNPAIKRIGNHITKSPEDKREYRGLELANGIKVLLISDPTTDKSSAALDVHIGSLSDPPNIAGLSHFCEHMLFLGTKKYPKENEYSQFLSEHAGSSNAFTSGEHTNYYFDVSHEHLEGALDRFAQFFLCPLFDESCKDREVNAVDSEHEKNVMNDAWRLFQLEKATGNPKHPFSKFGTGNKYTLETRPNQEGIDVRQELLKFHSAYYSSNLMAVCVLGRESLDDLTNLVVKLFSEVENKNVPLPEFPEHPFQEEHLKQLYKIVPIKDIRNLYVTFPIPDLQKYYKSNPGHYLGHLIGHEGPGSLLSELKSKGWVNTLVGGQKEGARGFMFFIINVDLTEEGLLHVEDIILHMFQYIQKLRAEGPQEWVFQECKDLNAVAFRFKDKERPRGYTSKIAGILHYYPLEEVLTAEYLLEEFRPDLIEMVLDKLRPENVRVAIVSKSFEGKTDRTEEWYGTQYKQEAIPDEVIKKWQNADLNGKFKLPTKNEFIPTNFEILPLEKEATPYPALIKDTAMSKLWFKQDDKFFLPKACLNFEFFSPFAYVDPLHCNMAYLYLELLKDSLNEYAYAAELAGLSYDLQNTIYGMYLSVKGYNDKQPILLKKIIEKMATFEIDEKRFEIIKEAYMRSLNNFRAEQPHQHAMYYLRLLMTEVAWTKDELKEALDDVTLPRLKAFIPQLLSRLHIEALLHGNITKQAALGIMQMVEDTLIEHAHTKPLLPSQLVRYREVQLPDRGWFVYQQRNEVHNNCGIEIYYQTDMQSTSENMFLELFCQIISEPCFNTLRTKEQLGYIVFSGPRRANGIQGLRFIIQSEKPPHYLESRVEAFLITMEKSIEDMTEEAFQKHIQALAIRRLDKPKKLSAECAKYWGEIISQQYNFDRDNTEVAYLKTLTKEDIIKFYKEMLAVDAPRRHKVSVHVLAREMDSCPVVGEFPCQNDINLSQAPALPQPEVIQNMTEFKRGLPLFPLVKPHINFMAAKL
IDE act: IDE (human) activation, cell-based | P14735 | AID 493087 | HEK cells, FAbeta-B cleavage, fluorescence polarization; 0% vehicle, 100% cell-free pure enzyme wells | activation, % at 5.96 µM | 340,000 tested, 0.073% active;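 active = activation above the mean of all tested compounds plus 3 SD, set per screening campaign, cut at about 17% in these data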
* = called active by the depositor.

#	Compound	IDE act	IDE inh
1	C[C@@H]1CN([C@H](C)CO)C(=O)c2cc(NS(=O)(=O)c3cn(C)cn3)ccc2O[C@H]1CN(C)C(=O)Nc1ccccc1	5	1
2	O=C(C[C@@H]1C/C=C\C[C@H](Cc2ccc(F)cc2)C(=O)OC[C@H]2CCCN2C1=O)N[C@H](CO)Cc1ccccc1	4	1
3	O=C(NNC(=O)c1ccccc1F)c1ccc(Cl)c(S(=O)(=O)N2CCOCC2)c1	3	10
4	CCN1CCN(c2ccc(NC(=O)c3ccc(OC)c(S(=O)(=O)N4CCCC4)c3)cc2)CC1	4	0
5	O=C1CCC(C(=O)OCc2nnc(-c3ccccc3)o2)=NN1	3	3
6	C[C@@H](C(=O)NNC(=O)c1ccc(Cl)cc1)N1C(=O)C2CC=CCC2C1=O (stereo partly specified)	4	0
7	CCc1ccc(OCCNc2cc(N3CCNC(C)C3)ccc2[N+](=O)[O-])cc1 (stereo unspecified)	-2	-5
8	Cn1nc(C(=O)OCC(=O)c2ccc(Br)cc2)c2ccccc2c1=O	-3	-3
9	CC(=O)Nc1cccc(N)c1	1	1
10	COc1ccc(NS(=O)(=O)c2cccc(C(=O)NN=Cc3ccc(OC)cc3OC)c2)cc1	2	-2
11	CC(=O)c1ccc(-c2ccc(C(=O)Nc3nc(C)c(C(C)=O)s3)o2)cc1	2	1
12	CC(=O)c1sc(NC(=O)CCS(=O)(=O)c2ccc(Cl)cc2)nc1C	-2	10
13	COc1cccc(CNC(=O)CN2c3cccc4cccc(c34)S2(=O)=O)c1	6	-10
14	O=C(NC(=S)NN1CCOCC1)c1cc(Br)ccc1Cl	0	-4
15	CCCCn1c(N)c(N(CC(C)C)C(=O)CC2OC(=O)c3ccccc32)c(=O)[nH]c1=O (stereo unspecified)	2	-5
16	Nn1c(SCC(=O)Nc2cccc(Br)c2)nnc1C1CC1	-1	3
17	Cc1ccc(S(=O)(=O)Nc2cccc(C(=O)NCC3CCCO3)c2)cc1F (stereo unspecified)	5	-3
18	CC(OC(=O)c1ccc([N+](=O)[O-])o1)C(=O)NC1CCCCC1C (stereo unspecified)	-3	-4
19	CN(CC(=O)Nc1c(Cl)cccc1Cl)C(=O)c1cccc(-n2cccc2)c1	4	-2
20	Cc1ccnc(NC(=O)c2ccc(S(=O)(=O)N3CCCC3)cc2)c1	7	-1
21	CC(C)Cn1c(N)c(C(=O)CSc2nc3ncc(Cl)cc3[nH]2)c(=O)n(C)c1=O	3	-2
22	CC(OC(=O)c1ccc(NC(=O)CC#N)cc1)C(=O)Nc1nc(-c2ccccc2)cs1 (stereo unspecified)	0	-3
23	CC1CN(S(=O)(=O)c2cc(C(=O)NCCC3=CCCCC3)ccc2Cl)CC(C)O1 (stereo unspecified)	6	2
24	CCc1ccc(Nc2ccc3nonc3c2[N+](=O)[O-])cc1	-2	-7
25	Cc1ccc2nc(-c3ccccc3)cc(C(=O)Nc3cccnc3)c2c1	1	3
26	CC(C)NC(=O)Nc1ccc2c(c1)C(=O)N([C@H](C)CO)C[C@@H](C)[C@@H](CN(C)C(=O)NC1CCCCC1)O2	0	5
27	CCCCCCCNC(=O)C1(CC2CC(c3ccccc3)=NO2)CCN(C(=O)OC(C)(C)C)CC1 (stereo unspecified)	0	-1
28	C[C@]12c3[nH]c4ccccc4c3CCN1C(=O)C(CC(=O)NCCCn1ccnc1)C[C@@H]2C(=O)N1CCCCC1 (stereo partly specified)	0	-3
29	CC(OC(=O)Cc1ccsc1)C(=O)Nc1ccc(Cl)cn1 (stereo unspecified)	-6	-2
30	Cc1ccnc(NC(=O)c2cccc(S(=O)(=O)N3CCN(c4ccccc4)CC3)c2)c1	1	6
31	CCN(c1ccccc1)S(=O)(=O)c1ccc(OC)c(NC(=O)CN2C(=O)NC(C)(C)C2=O)c1	10	-4
32	CC1CCN(S(=O)(=O)c2ccc(C(=O)N3CCCC3C(=O)O)cc2)CC1 (stereo unspecified)	0	-4
33	Cn1c(N)c(C(=O)COC(=O)c2ccccc2C(=O)c2ccc(Cl)c([N+](=O)[O-])c2)c(=O)n(C)c1=O	4	4
34	O=C(Nc1ccccc1C(=O)NC1CC1)c1ccccc1F	1	7
35	CCOC(=O)C1CCCN(C(=O)c2cc(S(=O)(=O)N(C)C)ccc2N2CCCC2)C1 (stereo unspecified)	-1	-5
36	O=C(CC1C[C@H](C(=O)N2CCOCC2)[C@@]2(CCC3CCCC3)c3[nH]c4ccccc4c3CCN2C1=O)NCCCn1ccnc1 (stereo partly specified)	4	-4
37	O=C(NC1CCCC1)c1c(O)nc2sccn2c1=O	6	-2
38	CC(NC(=O)c1ccco1)C(=O)N1CCN(c2cccc(Cl)c2)CC1 (stereo unspecified)	3	-1
39	CS(=O)(=O)N(CC(=O)O)c1cc(C(F)(F)F)ccc1Cl	3	-1
40	CC1CN(CCc2ccccc2)C(C)C/C1=N/O (stereo unspecified)	1	4
41	Cc1ccc(C(=O)Nc2sc3c(c2C(=O)O)CCC(C)C3)o1 (stereo unspecified)	0	5
42	CCN[C@H]1C[C@H](C)S(=O)(=O)c2sc(S(N)(=O)=O)cc21	1	1
43	COc1ccc(OC)c(C(=O)Nc2ccc3[nH]ccc3c2)c1	8	6
44	Cc1n[nH]c(=O)c2c(NC(=O)CSc3ccc(F)cc3)oc(C)c12	4	0
45	COc1ccc(C(=O)N2CCc3ccccc32)cc1S(=O)(=O)N1CCOCC1	4	1
46	CC(OC(=O)Cn1[nH]c(=O)c2ccccc2c1=O)C(=O)Nc1ccc(F)cc1 (stereo unspecified)	-3	5
47	CCc1ccc(C(=O)C(C)OC(=O)Cn2[nH]c(=O)c3ccccc3c2=O)cc1 (stereo unspecified)	6	-6
48	CCCn1c(N)c(N(CCOC)C(=O)CSCC(=O)Nc2ccc(C)cc2)c(=O)[nH]c1=O	1	-3
49	CCCCNC(=O)c1onc(CSc2cccc(OC)c2)c1C(=O)NCCCC	3	0
50	O=C(NNC(=O)c1ccccc1O)c1ccc(NS(=O)(=O)c2ccc(F)c(F)c2)cc1	2	3
51	CS(=O)(=O)c1ccc(Cl)c(NC(=O)CSc2n[nH]c(N)n2)c1	-5	6
52	O=C(COC(=O)/C=C/c1cccc(F)c1)NC(=O)NCc1ccccc1	0	-5
53	COc1ccc(C2=NOC(Cn3nc(C(=O)NCc4ccc(C)cc4)cc3-c3ccccc3)C2)cc1 (stereo unspecified)	0	-2
54	COc1cc(SC)ccc1C(=O)OCC(=O)NCCC1=CCCCC1	7	-3
55	CC(=O)c1ccc(S(=O)(=O)Nc2cccc(-c3ccc(N4CCOCC4)nn3)c2)cc1	5	0
56	CCOc1cc(N2CCOCC2)c(OCC)cc1NC(=O)c1cccc(S(=O)(=O)N2CCOCC2)c1	4	1

The list continues.
#	Compound	IDE act	IDE inh
57	Cc1ccc(S(=O)(=O)NCCC(=O)N2CCCCCCC2)cc1	4	11
58	O=C(Nc1ccc(N2CCCCCC2)cc1)c1ccc[nH]1	4	-3
59	Oc1cc(Nc2cccnc2)cc2cccnc12	5	-2
60	CCOc1ccccc1N1CCN(CC(=O)N(C2CCCC2)C2CCS(=O)(=O)C2)CC1 (stereo unspecified)	3	1
61	COc1ccc(-c2csc(NC(=O)CN3C(=O)NC4(CCCC4)C3=O)n2)c(OC)c1	5	-2
62	Cc1sc(NC(=O)C2=COCCO2)c(C(N)=O)c1C	6	1
63	CCOC(=O)C1=CN2CCCC[C@@H]2CC1=O	6	2
64	O=C(Cn1ccn(-c2ccc(F)c(Cl)c2)c(=O)c1=O)NCCc1ccccc1	1	-4

A different layout for part of the listing above.
#62 Cc1sc(NC(=O)C2=COCCO2)c(C(N)=O)c1C
  IDE act = 6
  IDE inh = 1
#57 Cc1ccc(S(=O)(=O)NCCC(=O)N2CCCCCCC2)cc1
  IDE act = 4
  IDE inh = 11
#64 O=C(Cn1ccn(-c2ccc(F)c(Cl)c2)c(=O)c1=O)NCCc1ccccc1
  IDE act = 1
  IDE inh = -4
#59 Oc1cc(Nc2cccnc2)cc2cccnc12
  IDE act = 5
  IDE inh = -2

Remaining list, next part
#	Compound	IDE act	IDE inh
65	O=C(NCc1ccc(F)cc1)c1cc(S(=O)(=O)N2CCCCC2)ccc1N1CCOCC1	-4	-2
66	O=S(=O)(c1cccc(C(F)(F)F)c1)N1CCN(S(=O)(=O)c2ccc3c(c2)OCCO3)CC1	1	4
67	Cc1ccc(CNC(=O)c2ccc(N3CCC4(CC3)CC(c3cccc(Br)c3)=NO4)c(NC(=O)c3ccccc3)c2)cc1	5	1
68	COCc1c(C(=O)OCc2nc3ccsc3c(=O)[nH]2)oc2ccccc12	0	-2
69	NC(=O)c1ccccc1NC(=O)COC(=O)C1(c2ccccc2)CC1	3	-2
70	COc1cccc(/C=C/C(=O)OCC(=O)Nc2nnc(-c3ccccc3)o2)c1	6	-2
71	C=CCNCc1ccccc1[N+](=O)[O-]	-4	0
72	CN(c1ccc(OCC(=O)NC2CCC(O)CC2)cc1)S(=O)(=O)c1ccc(Cl)cc1 (stereo unspecified)	3	6
73	CN(C)Cc1ccc(CNC(=O)c2ccc(Cl)c(S(=O)(=O)NC3CC3)c2)cc1	3	3
74	O=C(Cn1ccc(NC(=O)OCc2ccccc2)nc1=O)NCCc1c[nH]c2ccccc12	6	0
75	Cc1cc(-c2csc(NC(=O)C3=COCCO3)n2)c(C)n1C	3	0
76	Cc1cccc(NC(=O)CCCN=C2NS(=O)(=O)c3ccccc32)c1C	3	-3
77	CC(O)c1nc(C(C)O)n(CC(=O)c2ccccc2)n1 (stereo unspecified)	-2	0
78	CCOc1ccc(NC(=O)c2c(N)n(C)c(=O)[nH]c2=O)cc1	-3	-2
79	CCn1nc(C(=O)N2CCc3ccccc32)c2ccccc2c1=O	8	0
80	N#CCCN(C(=O)COC(=O)CNC(=O)c1cccs1)c1ccc(F)cc1	3	5
81	O=C(CN1C(=O)/C(=C2/SC(=S)N(CCS(=O)(=O)O)C2=O)c2ccccc21)Nc1cccc(C(F)(F)F)c1	2	9
82	CSc1ccccc1NC(=O)COc1ccc2c(c1)OCO2	2	4
83	COc1ccc(NS(=O)(=O)c2cccc(C(=O)N3CCN(Cc4ccc5c(c4)OCO5)CC3)c2)cc1	-2	3
84	Cc1ccc(C)c(NC(=O)COC(=O)c2ccc3c(c2)OCCO3)c1	0	0
85	CCCc1cc(=O)[nH]c2nnc(SCC(=O)N3CC(C)OC(C)C3)n12 (stereo unspecified)	-2	3
86	O=C(NCC(c1cccs1)N1CCOCC1)c1cc(S(=O)(=O)N2CCOCC2)ccc1F (stereo unspecified)	-4	2
87	CCN(Cc1ccc2c(c1)OCCO2)C(=O)CN1C(=O)NC2(CCCCC2)C1=O	3	1
88	O=C(CSc1ccccc1)NCC(c1ccco1)N1CCCCC1 (stereo unspecified)	3	7
89	CN(Cc1ccccc1)C(=O)CN1CCN(S(=O)(=O)c2ccc(Cl)c(Cl)c2)CC1	0	-2
90	CCCNC(=O)c1ccccc1NC(=O)Cc1ccc(OC)c(S(=O)(=O)N2CCOCC2)c1	0	-4
91	Cc1ccc(S(=O)(=O)OCCC2=CC(=O)CCN2Cc2ccccc2)cc1	21*	2
92	CCN(CC(=O)Nc1cc(Cl)cc(Cl)c1)CC(=O)NC1CCS(=O)(=O)C1 (stereo unspecified)	0	1
93	CCN(C1CCS(=O)(=O)C1)S(=O)(=O)c1cc(C)ccc1C (stereo unspecified)	4	-2
94	COc1ccc(NC(=O)C2CCCC2)cc1S(=O)(=O)N1CCOCC1	6	-1
95	CC(OC(=O)c1ccccc1NCCO)C(=O)Nc1ccnn1C(C)C (stereo unspecified)	2	-3
96	O=C(NCC(c1ccco1)N1CCN(c2ccccc2F)CC1)c1cccs1 (stereo unspecified)	-3	1
97	CN(CC(=O)Nc1ccccc1Cl)C(=O)CSc1nnc(N)s1	-1	-1
98	CC(=O)Nc1ccc(NC(=O)C(C)OC(=O)c2cc(S(=O)(=O)N(C)C)ccc2N2CCCC2)cc1 (stereo unspecified)	1	2
99	CC(NC(=O)C1=CC=CN2CCS(=O)(=O)N=C12)c1ccc(Cl)cc1Cl (stereo unspecified)	1	-2
100	CC(C(=O)Nc1ccc([N+](=O)[O-])cc1Cl)N1CCN(S(=O)(=O)c2cccs2)CC1 (stereo unspecified)	5	1
101	CN(C)S(=O)(=O)c1ccc(C(=O)NCC2(N3CCOCC3)CCCCC2)cc1	4	-1
102	O=C(CNc1cccc(C(F)(F)F)c1)Nc1cccc(S(=O)(=O)N2CCCC2)c1	5	0
103	COc1cccc(NC(=O)COC(=O)c2ccc(C)c(S(=O)(=O)N3CCCCC3)c2)c1	-5	2
104	CN1CCC(N(C)S(=O)(=O)c2ccc(NC(=O)COc3cccc(Cl)c3)cc2)CC1	6	-5
105	CCCCn1c(N)c(N(CCOC)C(=O)CSc2n[nH]c(-c3ccc(C)cc3)n2)c(=O)[nH]c1=O	3	1
106	Cc1cccc(NC(=O)c2ccc(OCc3c(C)noc3C)cc2)c1C	8	9

High-throughput results (PubChem)

These rows are one share of the data; rates above refer to the full screens.
